Screens (PubChem)
UHRF1 MBD2 ctr = UHRF1 methylated DNA binding inhibitors, primary screen, counter-screen for MBD2 inhibitor project, biochemical, TR-FRET, human UHRF1, single concentration. UHRF1 binding to methylated oligo. inhibition, % at 4.4 µM. 370,000 compounds, 0.75% hits; in the data active means inhibition above about 21%;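 further: UHRF1 SRA domain binding a hemimethylated CpG hairpin DNA probe; 0% = median of test compound wells and 100% = reference inhibitor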
Tn7 DDE FP = inhibitors of Tn7 peptide binding to fibrin DD(E), primary screen, biochemical, fluorescence polarization, human fibrin, Tn7 probe. Fibrinogen beta chain (Homo sapiens), P02675. FP displacement of FITC-Tn7 peptide from fibrin DD(E); 0% = median of compound wells per plate. inhibition, % at 8.3 µM. 370,000 compounds, 0.13% hits;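 active means inhibition above the mean of compounds falling within the control limits plus 3 SD of them, cut at about 14% in these data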;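 further: 0% = plate median of compound wells and 100% = 10 µM Aha-Tn7 peptide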
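Also added: labelled Tn7 tracer, 0.1 µM; Assay system: human fibrin DD(E) protein; Amount: 2 µM fibrin DD(E); Schedule: 10 min compound pre-incubation, 3 h probe incubation at room temperature; Repeats: one replicate per compound; Read-out basis: percent inhibition; Measured by: fluorescence polarization of the labelled Tn7 tracer.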
LEDGF integ inh = blockers of LEDGF/p75-dependent integrase strand transfer – biochemical, TR-FRET, high throughput, primary screen. HIV-1 integrase (with human LEDGF/p75). TR-FRET IN-LEDGF/p75 DNA integration, Eu/Cy5. inhibition, % at 3.7 µM. 370,000 compounds, 0.64% hits. AID 743269, 2014;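 active means inhibition above the screen-wide mean plus 3 SD, cut at about 13% in these data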;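 further: signal is the Cy5 over europium emission ratio at 671 and 618 nm; 0% = plate median of compound wells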
PG9 binder = binders of HIV-1 gp120 antibody PG9, primary screen, biochemical, TR-FRET. HIV-1 gp120 / PG9 antibody interaction. TR-FRET gp120-PG9 antibody binding. inhibition, % at 6.7 µM. 360,000 compounds, 0.43% hits. AID 624416, 2012; in the data active means inhibition above about 8.5%
SIAE inh = human SIAE inhibitors, primary screen, biochemical, fluorescence polarization, FP-Rh probe, 1536-well HTS; SIAE FP-Rh probe binding; 370,000 compounds, 0.69% hits; AID 1053197, 2014; inhibition, % at 9.66 µM; Sialate O-acetylesterase (Homo sapiens), Q9HAT2;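 active means inhibition above a cutoff: mean of compounds within the control limits plus 3 SD of those, cut at about 17% in these data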;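 further: 0% = plate median of compound wells and 100% = probe without SIAE protein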
Target sequence (Q9HAT2 whole entry, looked up): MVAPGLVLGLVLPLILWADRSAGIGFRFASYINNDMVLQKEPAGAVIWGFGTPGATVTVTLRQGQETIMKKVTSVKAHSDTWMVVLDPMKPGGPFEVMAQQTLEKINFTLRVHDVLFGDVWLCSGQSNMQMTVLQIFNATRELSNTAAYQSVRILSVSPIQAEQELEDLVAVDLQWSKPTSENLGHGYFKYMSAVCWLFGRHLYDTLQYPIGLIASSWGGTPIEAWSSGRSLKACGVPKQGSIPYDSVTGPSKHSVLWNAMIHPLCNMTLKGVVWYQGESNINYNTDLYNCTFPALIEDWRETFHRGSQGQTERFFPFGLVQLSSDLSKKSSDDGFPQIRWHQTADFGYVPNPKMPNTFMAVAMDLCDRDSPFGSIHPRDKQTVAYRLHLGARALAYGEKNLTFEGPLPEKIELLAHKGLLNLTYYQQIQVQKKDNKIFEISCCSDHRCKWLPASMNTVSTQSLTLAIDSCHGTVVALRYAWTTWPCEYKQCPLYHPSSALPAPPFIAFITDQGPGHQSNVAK
mABHD4 FP = ABHD4 inhibitors, primary screen, biochemical, fluorescence polarization, mouse | inhibition, % at 8.92 µM | AID 720543, 2013 | purified mABHD4, FP-Rh probe fluorescence polarization | 370,000 compounds, 0.54% hits;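 active means inhibition exceeding the mean over every tested compound plus 3 SD, cut at about 30% in these data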;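 further: 0% = plate median of compound wells and 100% = S159A mutant with DMSO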
Target sequence (Q8VD66 whole entry, looked up): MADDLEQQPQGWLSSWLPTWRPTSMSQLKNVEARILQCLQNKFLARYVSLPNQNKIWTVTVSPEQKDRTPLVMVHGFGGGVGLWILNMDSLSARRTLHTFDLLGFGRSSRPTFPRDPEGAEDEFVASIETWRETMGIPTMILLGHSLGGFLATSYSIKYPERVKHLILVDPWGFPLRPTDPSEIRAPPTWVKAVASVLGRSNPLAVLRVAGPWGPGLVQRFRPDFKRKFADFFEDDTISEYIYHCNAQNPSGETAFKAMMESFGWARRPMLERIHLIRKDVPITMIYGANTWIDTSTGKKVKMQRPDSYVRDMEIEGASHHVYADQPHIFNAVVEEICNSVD
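Test system: mouse ABHD4 enzyme, wild type. Reagent: FP-Rh fluorescent activity-based probe, added after compound pre-incubation. Timing: pre-incubation 45 min, probe exposure 60 min, at 25 °C. Technique: FP readout, ex 525 nm / em 598 nm. Benchmarks: high control S159A mutant with DMSO, low control median of compound wells.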
PRMT1 FP inh = PRMT1 methyltransferase inhibitors, primary screen, biochemical, fluorescence polarization; Protein arginine N-methyltransferase 1 (Homo sapiens), Q99873; recombinant PRMT1, activity-based probe fluorescence polarization; inhibition, % at 2.79 µM; 370,000 compounds, 1.3% hits;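 active means inhibition above about 21% made by adding two undisclosed values, limit read from the data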
HTRA1 inh = HTRA1 serine protease inhibitors, primary screen, biochemical, fluorescence polarization, HTS. Q92743. recombinant HTRA1, FP-rhodamine activity-based probe. inhibition, % at 5.96 µM. 340,000 compounds, 0.5% hits. AID 504803, 2011; in the data active means inhibition above about 36%;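 further: 0% = enzyme with DMSO and 100% = wells lacking enzyme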
TDP2 absorb = human TDP2 enzyme inhibitors, primary screen, biochemical, epi absorbance, recombinant enzyme | 370,000 compounds, 0.34% hits | T5PNP hydrolysis, p-nitrophenol absorbance 415 nm | inhibition, % at 12.8 µM;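 active means inhibition above the mean of all tested compounds plus 3 SD, set per campaign, cut at about 25% in these data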;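 further: 0% = DMSO with enzyme and 100% = buffer with substrate but no TDP2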
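Evaluation: % inhibition relative to enzyme-containing and enzyme-free wells. Material: recombinant human TDP2. Benchmarks: enzyme-free and DMSO wells. Timing: enzyme reaction with compound for 2 h at 37 °C. Compound dosing: 12.8 µM only. Measured by: p-Nitrophenol epi absorbance. Reagent: T5PNP substrate at 5 mM, a TopII-DNA adduct mimic. Replication: single well per compound.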
TCR CD3 inh = inhibitors of human TCR-CD3 interaction, primary screen, biochemical, fluorescence, TAMRA-labeled TCR probe; AID 651800, 2012; 360,000 compounds, 0.37% hits; inhibition, % at 9.4 µM; T-cell receptor (TCR); in the data active means inhibition above about 19%;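 further: recombinant mutant TCR 2C K166C tagged with TAMRA read by polarization; 0% = receptor in buffer alone and 100% = receptor with positive control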
* = called active by the depositor; nt = not tested or not shown.

Values run as follows: UHRF1 MBD2 ctr, Tn7 DDE FP, LEDGF integ inh, PG9 binder, SIAE inh, mABHD4 FP, PRMT1 FP inh, HTRA1 inh, TDP2 absorb, TCR CD3 inh
O=C(Nc1ccc(S(=O)(=O)Nc2ccc(F)cc2)cc1)c1ccc(CN2CCOCC2)cc1
→ 0, -6, 0, 3.5, -8, -7, -3, -6, -14, 1
COc1cc2cc(CN(CCN3CCOCC3)C(=O)Nc3ccc(F)cc3)c(=O)[nH]c2cc1OC
→ -2, -3, 6, -2.7, -3, -3, -3, -1, -2, 1
CCc1ccc(C(=O)Nc2cc(S(=O)(=O)N3CCOCC3)ccc2N2CCOCC2)cc1
→ -2, 3, 7, -1.4, -12, -5, -3, -9, -8, -2
CCC1=Nc2cc(C(=O)NCCCN3CCN(C)CC3)ccc2Sc2ccccc21
→ -4, -1, 1, -0.2, 5, -2, -5, 9, 2, 4
Nc1nc(SCC(=O)Nc2ccc3c(c2)OCO3)n[nH]1
→ 3, 10, -1, -2.7, 2, -2, 6, -1, -7, 0
CN(C)CCCNC(=O)c1cc2c3ccccc3n(C)c2s1
→ 0, -7, 5, -1.6, 6, 0, -3, -6, -12, -1
O=C(COc1ccccc1[N+](=O)[O-])Nc1ccccc1N1CCCC1
→ -2, -8, 0, -4.0, 4, 8, -1, 1, -1, 4
COc1cc(NC(=O)CCCn2c(=S)[nH]c3ccccc3c2=O)cc(OC)c1OC
→ -1, 1, 0, -0.4, 1, 2, 3, 1, -3, 6
CCCCN(C(=O)C(C)Oc1ccc(Br)cc1)c1c(N)n(CC(C)C)c(=O)[nH]c1=O (centres undefined)
→ -2, 1, 0, 0.5, 7, 2, 2, 0, 7, -10
CCCOc1cccn2c(N(C)C(=O)c3ccccc3F)c(CC)nc12
→ -5, -5, 5, -0.4, 7, 0, -3, nt, 7, 0
Cc1ccc(C(C(=O)NCc2ccco2)N(C(=O)CNC(=O)c2cccs2)c2ccc(C)cc2)cc1 (centres undefined)
→ 2, -1, -2, 0.0, 1, -3, 0, -7, 0, -5
CCC(Sc1nc(N)c(NC(=O)c2ccco2)c(=O)[nH]1)C(=O)O (centres undefined)
→ -1, 6, -5, -0.6, -9, 5, 2, 5, -13, 0
CCOc1ccc(NC(=O)CN(C)C(=O)c2cc([N+](=O)[O-])ccc2Sc2ccccc2)cc1OCC
→ 0, 2, -2, -0.3, 12, -8, 0, -6, -10, -2
CN(CC(=O)Nc1ccc(F)cc1)C(=O)c1cccc(S(=O)(=O)N2CCN(c3ccccc3)CC2)c1
→ 3, -4, 1, -2.0, 1, -5, -3, -8, 0, -4
CCC(C)NC(=S)Nc1ccc2nc(N3CCOCC3)cc(C)c2c1 (centres undefined)
→ 2, -7, 1, -7.0, 4, 7, 4, 1, -14, -1
CCOc1ccc(-n2ccc(=O)c(C(=O)Nc3ccc(S(=O)(=O)Nc4nccs4)cc3)n2)cc1
→ 0, 0, 0, 1.7, -9, 1, 1, -3, 4, -3
O=C(Nc1ccc(C(F)(F)F)cc1-c1ccccc1)c1ccccc1
→ 3, 9, 4, 1.3, -3, -6, 5, -2, 2, -8
CC(=O)c1ccc(OCC(O)CN2CC(C)OC(C)C2)cc1 (centres undefined)
→ 0, -3, 1, -3.9, 5, -2, 3, 4, 1, 1
C1=C(c2cc3ccccc3cn2)CCCC1
→ 1, -4, -3, -1.7, -7, -3, -3, -3, -2, 2
CCn1c(C)c(C2=CCN(S(=O)(=O)c3ccccc3)CC2)c2ccccc21
→ -3, 4, 0, 0.9, -34, -58, 6, -35, 2, -15
O=P(c1ccccc1)(c1ccccc1)c1nc(-c2ccccc2)oc1NCc1ccccc1
→ -3, 5, 2, -2.6, 2, -2, -3, 5, -6, 8
NC1=CC(=O)C(=O)c2ccccc21
→ -15, -5, 9, -7.1, -5, 25, 3, 10, 15, 4
S=C1SCN(CCN2CCOCC2)CN1Cc1ccccc1
→ -2, 5, 3, -3.3, 0, -5, 1, -4, -3, -4
COc1cc(/C=C/C(=O)Nc2cccc(S(=O)(=O)N3CCOCC3)c2)ccc1OCC#N
→ 14, 0, 2, -0.2, -29, -16, 3, -13, -12, 2
CC(C)COc1ccc(C(=O)N(CC(=O)Nc2ccccc2C(F)(F)F)Cc2ccco2)cc1
→ 3, 1, 0, 0.6, 7, -10, 6, -24, -11, -11
CCOC(=O)C1(CC2CC2)CCN(C(=O)c2cc(C3CC3)nc3ccccc23)CC1
→ -3, 7, 2, -0.1, 7, 0, -1, -10, 4, -1
Fc1cccc(Cl)c1C1SCc2nc3ccccc3n21 (centres undefined)
→ -1, 0, 0, -2.0, 5, -1, -3, nt, 8, 6
Cc1ncc([N+](=O)[O-])n1CC(=O)N/N=C/c1ccccc1F
→ 5, 7, 1, -3.1, -3, -5, -1, -2, -17, -8
CCCC(=O)OCC(=O)Nc1ccc(N=Nc2ccccc2)cc1
→ -5, 5, 0, -2.7, 5, 10, -1, 11, 2, 2
Cc1ccc(-c2nnc(SCC#CCOC(=O)c3ccco3)o2)cc1
→ -3, 3, 0, -0.6, -3, -3, -5, -3, 1, -3

2 neighbouring compounds from above, for reference:
Values run as follows: UHRF1 MBD2 ctr, Tn7 DDE FP, LEDGF integ inh, PG9 binder, SIAE inh, mABHD4 FP, PRMT1 FP inh, HTRA1 inh, TDP2 absorb, TCR CD3 inh
C1=C(c2cc3ccccc3cn2)CCCC1
→ 1, -4, -3, -1.7, -7, -3, -3, -3, -2, 2
CCn1c(C)c(C2=CCN(S(=O)(=O)c3ccccc3)CC2)c2ccccc21
→ -3, 4, 0, 0.9, -34, -58, 6, -35, 2, -15

Remaining list, next part
Values run as follows: UHRF1 MBD2 ctr, Tn7 DDE FP, LEDGF integ inh, PG9 binder, SIAE inh, mABHD4 FP, PRMT1 FP inh, HTRA1 inh, TDP2 absorb, TCR CD3 inh
O=C(Cc1ccsc1)Nc1ccc(S(=O)(=O)C(F)F)cc1
→ -1, 7, -4, 1.0, 3, -5, -3, -5, 9, -4
CN(C)c1ccc(/C=C(/NC(=O)c2ccccc2Cl)C(=O)NCCN2CCOCC2)cc1
→ -7, -6, 2, -13, 2, -21, -18, -4, 8, -4
Cc1cc(C(=O)NCC(=O)Nc2c(C)cccc2C)c(C)o1
→ -3, 0, 2, 0.2, 1, 4, 2, -1, 8, 11
CN1CCN(c2ccc(NC(=O)CSc3nnnn3-c3ccccc3F)cc2)CC1
→ 0, 3, 0, -0.6, 5, 2, -2, 8, 2, 3
O=C1OC(Nc2ccc(Br)cc2F)c2ccccc21 (centres undefined)
→ -4, 6, -1, -0.2, 5, 3, -2, 7, -4, 2
O=C(OC1CCOC1=O)c1cccc(S(=O)(=O)Nc2ccc(F)cc2)c1 (centres undefined)
→ 3, -2, 2, 1.3, 0, -3, -4, 0, -1, 3
CCc1nc2c(OCc3ccc(Cl)cc3Cl)cccn2c1N(C=O)Cc1ccc(OC)cc1
→ -1, 9, -3, -2.1, -6, 10, -1, nt, -8, -1
Cc1ccccc1NC(=O)Cn1nnc(-c2ccncc2)n1
→ 2, 3, -4, nt, 1, 3, 2, nt, 6, nt
Cc1ccc(S(=O)(=O)N2CCCCC2)cc1NC(=O)CNC(C)c1ccc(Cl)c(Cl)c1 (centres undefined)
→ 13, -5, 3, -1.1, -9, -5, 2, -50, 4, 4
CCOC(=O)c1cc(C(=O)Nc2ccc(S(=O)(=O)Nc3ccc(OC)cc3)cc2)nn1C
→ 0, -9, 0, -1.4, -32, -27, -1, -36, 11, 2
CC(Oc1ccccc1Cl)C(=O)N1CCCN(C)CC1 (centres undefined)
→ 2, 6, -3, -1.0, -2, 7, -1, 3, -4, -2
CSc1nccn1C(=O)c1ccccc1[N+](=O)[O-]
→ -3, -2, -1, 1.4, 16, 5, 5, 11, 3, 7
Cc1ccc(N2CC(NC(=O)C(=O)c3c(C)[nH]c4ccccc34)CC2=O)cc1 (centres undefined)
→ 0, 2, 0, 1.3, 7, -2, 1, -2, 12, 4
N#CCCn1cc(/C=N/N=C2\NC(=O)C(CC(=O)O)S2)c(-c2ccc(F)cc2)n1 (centres undefined)
→ 8, -6, 1, 0.4, -2, 3, 0, -4, 0, 7
CC1=CCC(C(=O)O)(C(=O)N/N=C/c2cccs2)C(c2ccc([N+](=O)[O-])cc2)C1 (centres undefined)
→ -1, 6, -1, 0.1, -1, -2, 1, -17, 1, 5
COc1cc(OC)cc(C(=O)NCC(=O)OCc2cc(=O)oc3cc(OC)ccc23)c1
→ -2, 0, 0, -0.8, -5, 0, 1, -2, 0, -8
Cc1ccc(C)c(-n2cc(CNC(C)Cn3cncn3)c(-c3ccccc3)n2)c1 (centres undefined)
→ -3, -2, 4, -1.2, 1, -2, -2, -10, 6, 4
CCCc1ccc(OCCNC(C)=O)cc1
→ -2, 6, 1, -1.3, -2, 0, -1, -2, -5, 3
CC(C)Oc1cccc(C(=O)Nc2ccc(NC(=O)c3ccco3)cc2)c1
→ -4, -3, 1, 0.7, 4, -5, -1, -15, 11, -5
O=C(CCCNC(=O)/C(=C/c1ccc(F)cc1)NC(=O)c1ccccc1)OCc1ccccc1
→ 2, 8, 1, 1.1, 2, -2, -2, -6, -10, 0
CCCc1nnc(NC(=O)CCC(=O)N2CCN(c3ccccc3)CC2)s1
→ 1, -5, -2, -1.1, -2, -2, 2, 2, -2, 3
CCC(C)NC(=O)C1CCC(CNS(=O)(=O)c2ccc3c(c2)N(C(C)=O)CCO3)CC1 (centres undefined)
→ -1, -2, 1, 2.4, 6, 4, 0, 6, 4, 4
CCCCNC(=O)C1CCCN1C(=O)Nc1cccc(OC)c1 (centres undefined)
→ 3, 2, 0, 0.7, -7, -2, 1, 4, -17, -12
COc1ccc(C)cc1-n1nnnc1SCc1cc(=O)n2cc(C)ccc2n1
→ 5, -5, 0, -2.1, -4, 0, -2, 0, -6, -10
COc1ccccc1Nc1nc(Cl)c(C=O)s1
→ -3, 3, -1, -0.1, -6, -4, 0, -10, 11, 3
CC(OC(=O)Cn1cnc2c1c(=O)n(C)c(=O)n2C)C(=O)c1ccccc1 (centres undefined)
→ -1, 5, -1, 2.8, 1, 5, -1, 4, 15, -2
CN(Cc1cccs1)C(=O)Cc1csc(-c2ccccc2)n1
→ -2, 6, 2, 0.4, 5, 0, -2, -13, 9, 4
CC1CCN(Cc2ccc(-c3nn[nH]n3)cc2)CC1
→ 0, -4, -3, 1.3, 7, 0, -2, 8, 3, -1
